# JMJD2C inh: inhibitors of human GASC-1 (JMJD2C) demethylase; GST-JMJD2C(1-420) H3K9me3 demethylation, DELFIA europium; inhibition, % at 2.35 µM; 330,000 tested, 0.069% active;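 active = more than half of a compound's replicate wells show inhibition beyond 50%, single wells judged on their own value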;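 note: signal counts dimethyl H3K9 product captured on neutravidin plate; 0% = median of DMSO wells and 100% = 0.3 times that DMSO median; strong numbers were not always called active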
# Target sequence (Q9H3R0 1-420 limits assumed): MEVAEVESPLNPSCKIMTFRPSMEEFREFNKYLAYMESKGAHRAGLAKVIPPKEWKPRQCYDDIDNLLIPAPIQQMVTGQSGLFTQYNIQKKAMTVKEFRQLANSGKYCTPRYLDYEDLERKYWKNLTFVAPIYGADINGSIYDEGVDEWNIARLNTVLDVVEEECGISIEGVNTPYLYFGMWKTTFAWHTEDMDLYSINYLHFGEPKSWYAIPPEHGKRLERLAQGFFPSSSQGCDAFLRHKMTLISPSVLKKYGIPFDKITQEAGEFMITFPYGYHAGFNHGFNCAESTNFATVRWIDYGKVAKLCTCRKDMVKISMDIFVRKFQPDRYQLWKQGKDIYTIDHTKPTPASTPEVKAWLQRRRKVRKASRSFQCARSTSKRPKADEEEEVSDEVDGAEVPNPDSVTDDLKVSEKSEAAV
# CR mimetic SO: caloric restriction mimetics inhibiting age-related superoxide in yeast. S. cerevisiae aged cells, superoxide DHE fluorescence; hits give low values. superoxide response (% of plate mean), % at 10 µM. 330,000 tested, 0.18% active;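 active = superoxide response under a set limit, about three screen SD below normal, cut at about 65% in these data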;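 note: yeast aged for seven days with compound at 30 °C before DHE staining; 100% = average MFI of all compound-treated wells on the plate with controls excluded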
# Starred values were filed as active, the others as inactive; / = no result given. These rows are one share of the data; the hit share may differ from the screen's.
SMILES,JMJD2C inh,CR mimetic SO
COC(=O)c1ccc(O)cc1,7,/
CC(=O)Nc1ccc(C(=O)O)cc1,/,91

# Screening data deposited in PubChem by several laboratories.
